Screening data from PubChem.
Tb PFK inh: blocks T. brucei phosphofructokinase; O15648; T. brucei PFK, ADP-Glo luminescence; Potency, µM (series often up to 57.5 µM), for the others: top-dose activity, negative = inhibition, most hits filed as inhibitors; hit rate 0.17% among 330,000; AID 485367;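 also: potency is read from the fitted curve at half-maximal effect; 0% = uninhibited 1x PFK enzyme wells and -100% = no-enzyme wells; nearly all actives have a fitted effect of over 60% in size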
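ADP-Glo luminescence quantified ADP after 45 min at room temperature, with 1.25 nM T. brucei PFK, 0.1 mM ATP and 0.5 mM fructose-6-phosphate in pH 8.0 TEA buffer. qHTS titrations up to 57 µM; curves classified by quality.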
AT treatment: potential ataxia-telangiectasia treatments restoring KAP-1 phosphorylation; […] A-T fibroblasts, KAP-1 phosphorylation AlphaLISA; neocarzinostatin DNA damage 30 min before lysis; Potency, µM (titrated, usually from 57.5 µM), for inactives: at the top dose activation, actives largely listed as activators; hit rate 0.19% among 320,000; AID 485349; also: potency is read from the fitted curve at half-maximal effect; % of control where 0% means no effect; nearly all actives have a fitted effect of over 45% in size
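hTERT-immortalized A-T patient fibroblasts ([…]), 500 cells/well in OPTI-MEM, 1% FBS, got compounds for 60 min, then NCS for 30 min at 37C. Lysates were then assayed for phospho-KAP-1 by AlphaLISA (anti-pKAP1 donor, anti-KAP1 acceptor beads), 6 hr at 25C.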
Coupling enz: inhibits coupling enzyme system, counter-screen for aldolase hits; coupling enzyme system counterscreen, AmpLite Red fluorescence; AID 2472; activity change, negative = inhibition, % at 58.2 µM, hits read low; hit rate 0.67% among 290,000; in the data active = activity change below about -30%; also: % is scaled to controls: 0 for no effect and ±100 for the full control effect
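Activity here indicates interference with the coupling reaction, not aldolase inhibition. Compounds at 57.5 uM final met coupling enzymes for 10 min at RT; substrate and AmpLite Red detection followed, with a 525/598 nm fluorescence read after 20 min.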
TCR activator: activators of T cell receptors. primary human leukocytes, anti-CD3, IL-2 HTRF, 48 h. Potency, µM (titrated, usually from 9.22 µM), for the others: at the top dose activation of IL-2 secretion, most hits filed as activators. 330,000 tested, under 10 active. AID 504894; also: % of control where 0% means no effect
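IL-2 produced over 48 hr by a-CD3 bead-stimulated primary human leukocytes exposed to compounds was detected with a homogeneous time-resolved FRET immunoassay, 665nm acceptor signal after 320nm excitation.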
BCR signal inh: blocks chronic active B-cell receptor signaling | ABC-DLBCL IkBa-CBG/CBR reporter, luminescence ratio, 4 h | Potency, µM (titrated, usually from 46.1 µM), for the others: at the top dose ratio change, negative = lower green/red ratio, usual class: inhibitors | hit rate 0.05% among 340,000 | AID 493014; active = well fitted inhibition curve with a large enough effect in the signal ratio, with a control signal flat, not every such curve was filed as active; inconclusive = small, poorly fitted or top-dose-only effect, or effect the other way, or a change in a side signal; the % refers to the signal ratio;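 also: potency is read from the fitted curve at half-maximal effect; plate controls were basal doxycycline-induced cells for no effect and cells given 10 µM MG132 for full effect; MG132 reads +100%, hits lower the ratio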
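TMD8 human ABC-DLBCL cells with doxycycline-inducible IκBα–green luciferase fusion and unfused red luciferase, in 0.5% FBS medium; compounds up to 46 uM, 4 h at 37C. Green/red luminescence ratio, filter-overlap corrected, fitted to concentration-response curves.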
GALK inhibitor: inhibitors of human galactokinase | AID 1868 | P51570 | Potency, µM (highest dose often 57.5 µM), for inactives: at the top dose activity change, negative = inhibition, actives largely listed as inhibitors | hit rate 0.007% among 270,000 | Purified GALK, Kinase-Glo residual ATP luminescence; also: potency is read from the fitted curve at half-maximal effect; % is scaled to controls: 0 for no effect and ±100 for the full control effect
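ATP-depletion format; final 35 uM ATP, 100 uM D-galactose, 5 nM enzyme; pH 8.0 HEPES/Mg2+ buffer; 60 min RT; luminescence read 10 min after detection reagent.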
TSHR antagonist: human thyrotropin receptor antagonism; TSHR-expressing cells, TSH-stimulated cAMP HTRF, 2 h; stronger effect = lower value; activity change, negative = inhibition, % at 11.5 µM; P16473; hit rate 0.2% among 330,000; AID 504810;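 active = activity change below a set negative limit, meaning inhibition stronger than a set level, cut at about -70% in these data; inconclusive = activity change between two set negative limits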; also: % is scaled to controls: 0 for no effect and ±100 for the full control effect
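Competitive HTRF cAMP read-out (cryptate anti-cAMP antibody, cAMP-d2; 30 min, room temperature) in freshly harvested TSHR cells. Compounds added before TSH at EC80 (4nM final), followed by 2 hours' incubation at 37 deg C.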
hERG WT inh: KCNH2 (human, wildtype) channel inhibition. hit rate 0.37% among 340,000. U2OS, BacMam KCNH2, thallium flux FluxOr; stronger effect = lower value. AID 720551. activity change, % at 1.84 µM. Q12809;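 active = maximum activity change below -70%; inconclusive = maximum activity change between -70% and -50%; inactive = maximum activity change above -50%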; also: % is scaled to controls: 0 for no effect and ±100 for the full control effect
Target sequence (Q12809 whole entry, looked up): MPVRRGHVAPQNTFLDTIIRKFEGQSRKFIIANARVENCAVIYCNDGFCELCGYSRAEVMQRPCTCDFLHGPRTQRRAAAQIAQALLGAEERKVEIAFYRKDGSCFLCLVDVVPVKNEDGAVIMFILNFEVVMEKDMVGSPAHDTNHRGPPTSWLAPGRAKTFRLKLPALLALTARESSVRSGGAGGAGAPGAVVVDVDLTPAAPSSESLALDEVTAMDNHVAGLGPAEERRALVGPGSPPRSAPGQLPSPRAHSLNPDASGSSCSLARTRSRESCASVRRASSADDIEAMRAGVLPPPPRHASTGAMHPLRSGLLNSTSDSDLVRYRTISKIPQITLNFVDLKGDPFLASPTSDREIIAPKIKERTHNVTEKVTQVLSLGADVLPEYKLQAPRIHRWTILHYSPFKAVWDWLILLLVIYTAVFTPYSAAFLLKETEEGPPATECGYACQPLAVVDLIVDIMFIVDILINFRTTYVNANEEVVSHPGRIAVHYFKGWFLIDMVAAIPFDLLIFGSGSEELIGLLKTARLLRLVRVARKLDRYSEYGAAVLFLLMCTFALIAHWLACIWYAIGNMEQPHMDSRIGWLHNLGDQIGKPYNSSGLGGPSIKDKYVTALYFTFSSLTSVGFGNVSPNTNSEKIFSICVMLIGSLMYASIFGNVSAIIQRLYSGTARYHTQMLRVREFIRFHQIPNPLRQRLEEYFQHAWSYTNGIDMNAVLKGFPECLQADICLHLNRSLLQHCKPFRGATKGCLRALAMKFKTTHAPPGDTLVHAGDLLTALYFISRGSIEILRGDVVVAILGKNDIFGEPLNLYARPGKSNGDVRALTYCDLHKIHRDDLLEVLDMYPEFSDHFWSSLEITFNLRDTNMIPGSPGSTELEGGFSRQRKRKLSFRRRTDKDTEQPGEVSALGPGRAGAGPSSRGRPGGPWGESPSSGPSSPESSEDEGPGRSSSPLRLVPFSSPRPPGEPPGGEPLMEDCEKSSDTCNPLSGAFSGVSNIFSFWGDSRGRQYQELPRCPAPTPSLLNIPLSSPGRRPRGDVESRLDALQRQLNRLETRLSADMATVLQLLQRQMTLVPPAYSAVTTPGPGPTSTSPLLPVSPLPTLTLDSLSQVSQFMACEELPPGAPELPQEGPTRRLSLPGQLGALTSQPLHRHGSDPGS
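U2OS cells transduced with wild-type KCNH2 virus are loaded with FluxOr dye for 45 min, and thallium flux is measured in kinetic reads before and after stimulation buffer. Rate constants are normalized to DMSO controls.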
CXXC DNA block: blocks binding of human MLL CXXC domain to DNA. MLL-CXXC / FITC-HOXA9 DNA fluorescence polarization. Potency, µM (top dose mostly 115 µM), inactives show top-dose activity change, negative = inhibition, actives largely listed as inhibitors. Q03164. hit rate 0.037% among 290,000; active = well fitted inhibition curve with a large enough effect in the polarisation, with a control signal flat, not every such curve was filed as active; inconclusive = small, poorly fitted or top-dose-only effect, or effect the other way, or a change in a side signal; inactive = no such curve, though single readings can be large or run the other way; the % refers to the polarisation; also: potency is read from the fitted curve at half-maximal effect
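Purified MLL-CXXC (added from a 7 uM solution) was preincubated 5 min at ambient with pinned compounds in 50 mM Tris-HCl pH 7.5, 50 mM NaCl, 1 mM DTT, 0.05% BSA. Fluorescein-labeled HOX-A9 DNA (50 nM solution) followed, 30 min, then polarization read.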
Giardia killer: Giardia lamblia killing; Giardia lamblia trophozoite viability; activity change, % at 7.66 µM, hits read low; hit rate 0.15% among 340,000; AID 540267; in the data active = activity change below about -80%; inconclusive = between about -30% and that limit;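 also: parasites exposed to compound for two days anaerobically before the ATP read; % is scaled to controls: 0 for no effect and ±100 for the full control effect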
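Compounds were tested on trophozoites seeded at 100 cells/well and held 48 hrs at 37 deg C anaerobically. An ATP-based luminescent kit measured the remaining live cells.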
The depositor's hits bear a star; ? = inconclusive; . = no result given; & = joins results of further samples; [ ] = another dose, or the depositor's remark. Unless noted, calls follow the shape of the dose curve; as a rule, active = well fitted curve in the direction sought with a large enough effect; inconclusive = small, poorly fitted or top-dose-only effect, or another doubt; inactive = no such curve, though single readings can be large; an effect the other way counts as inactive or inconclusive.

SMILES	Tb PFK inh	AT treatment	Coupling enz	TCR activator	BCR signal inh	GALK inhibitor	TSHR antagonist	hERG WT inh	CXXC DNA block	Giardia killer
CCOC(=O)C1(CC2CC2)CCN(C(=O)c2cc(C3CC3)nc3ccccc23)CC1	-1.8%	12.0%	-9.5	12.4%	-2.1%	1.0%	23.9	1.0	2.5%	18.5
O=C(CCCc1ccccc1)NCc1ccccn1	-1.0%	-11.4%	3.5	2.8%	5.4%	-4.1%	-8.9	-4.7	11.7%	-2.6
Nc1ccc2c(c1)C(=O)N(CCCC(=O)O)C2=O	1.9%	4.1%	-1.3	-0.9%	28.1%	-3.4%	-5.3	1.7	-1.2%	-2.7
COc1cc(C(=O)N2CCN(C(=O)COc3ccc4ccccc4c3)CC2)cc(OC)c1OC	-0.2%	4.0%	1.6	4.5%	-6.6%	-1.2%	-5.7	16.1	-7.5%	-4.7
CCc1nn(CC(=O)N2CCN(C)CC2)c(=O)c2cccn12	-1.5%	11.1%	1.4	7.6%	1.0%	.	-3.1	5.1	.	-22.6
Cc1ccc(/C=C/C(=O)OC(C)C(=O)Nc2ncc(Cl)cc2Cl)o1 (stereo not drawn)	-0.2%	-3.1%	1.3	1.6%[46.1 µM]	?	0.3%	10.6	-1.3	-1.8%	-9.2
Cc1cc(C)c2c(n1)sc1c(=O)n(Cc3ccc(F)cc3)cnc12	-0.7%	8.8%	-2.5	7.1%	0.4%	1.1%	-12.4	4.5	-19.7%	-7.2
O=C1c2ccccc2NC(c2ccc(Cl)cc2Cl)N1O (stereo not drawn)	1.5%	7.1%	3.6	-2.6%	-2.7%	1.7%	-0.1	-6.6	4.8%	35.6[activator]
Cc1ccc(/C=N/NC(=O)CSc2nnc(-c3ccc(Cl)cc3)n2-c2ccccc2)o1	-6.8%	0.7%	8.1	9.9%[46.1 µM]	?	1.6%	1.0	0.0	2.7%	-8.9
CCOC(=O)N1CCN(C(=O)/C=C/c2cccc([N+](=O)[O-])c2)CC1	0.1%	0.9%	0.4	-11.4%	-0.8%	2.6%	-5.8	1.9	-23.2%	13.9
CCC(C)(CC(=O)O)CC(=O)Nc1cc(C(F)(F)F)cc(C(F)(F)F)c1 (stereo not drawn)	-2.9%	-1.0%	0.9	5.1%	17.8%	-0.3%	-1.9	2.6	-2.6%	-1.6
CCN(CC)c1ccc(C(=O)O)cc1	-4.3%	1.3%	-1.1	-8.5%[46.1 µM]	0.6%	1.1%	3.9	-14.1	2.9%	6.6
O=C(COc1ccccc1)Nc1ccc(-c2nnc(-c3ccco3)o2)cc1	-1.5%	2.2%	1.6	-0.8%	-2.9%	3.1%	0.8	-6.7	-13.2%	35.0[activator]
CC(Sc1nnc(COc2ccc(Cl)cc2)n1-c1ccccc1)C(=O)O (stereo not drawn)	8.9%	6.6%	11.0	-1.7%	7.1%	-1.0%	-2.7	-7.7	-15.5%	-17.9
CC(C)N(Cc1ccccc1)C(=O)COC(=O)c1ccccc1SCC(=O)N1CCCC1	16.6%	5.7%	.	-2.3%	9.7%	.	-8.5	0.4	.	-3.6
CN(Cc1ccc(F)cc1)Cc1nc(-c2ccccc2)no1	2.1%	2.1%	0.6	4.1%	8.2%	-1.8%	-17.7	-1.7	-14.4%	-0.4
CC1(C)CC(=O)C=C(N=CC2=C(O)CC(C)(C)CC2=O)C1	.	.	-2.9	-4.9%	.	-0.1%	.	-1.1	3.1%	11.2
COc1ccc(Sc2cc(C(F)(F)F)nc(-c3ccccn3)n2)cc1	0.7%	-10.1%	6.0	-2.1%	-0.1%	3.3%	3.3	1.2	-4.5%	-1.1
C=CCn1c(SCC(=O)N(CC)C2CCS(=O)(=O)C2)nc2sc3c(c2c1=O)CCC3 (stereo not drawn)	-10.9%	2.3%	.	-4.0%	-1.0%	.	2.6	-3.2	.	7.0
CCCCNC(=O)C1CCCN1C(=O)Nc1cccc(OC)c1 (stereo not drawn)	-8.2%	8.6%	2.1	3.6%	?	-1.6%	19.5	-7.0	-10.3%	-17.4
COc1ccc(S(=O)(=O)N2CCC(C(=O)NCc3cccnc3)CC2)cc1C	-18.1%	5.5%	1.5	-1.3%	8.0%	5.7%	1.0	-0.3	4.2%	0.5
COc1cc(C=O)ccc1OC(=O)c1ccc(C(C)C)cc1	-0.1%	5.5%	-10.0	-32.5%	?	-2.4%	-26.9	-8.7	-6.0%	-3.1
CCCn1c(SCC(=O)Nc2cccc(S(=O)(=O)NC3=NCCCCC3)c2)nc2ccccc2c1=O	-5.2%	-5.7%	4.6	-1.9%	?	1.4%	7.9	-0.2	4.6%	4.0
CCCC(C(=O)Nc1ccc2c(C)cc(=O)oc2c1)c1ccccc1 (stereo not drawn)	-1.5%	8.2%	.	5.8%	7.2%	7.5%	-4.4	-1.2	0.1%	3.1
O=C(NCCNc1nccc(C(F)(F)F)n1)c1cccc(C(F)(F)F)c1	0.9%	1.3%	-1.0	-7.2%	6.9%	0.0%	-5.0	2.6	-6.0%	9.6
Cc1cc(C)c(C)c(S(=O)(=O)N2CCN(c3ncnc4sc(C)c(C)c34)CC2)c1C	1.1%	0.8%	.	1.2%	3.4%	5.8%	12.7	14.0	18.4%	18.4
Cc1cccc(COC(=O)CCCNC(=O)c2ccc(Cl)cc2)c1	-1.2%	12.7%	.	10.3%	-4.6%	.	-12.2	-4.3	.	1.5
O=C(NNS(=O)(=O)c1ccc(C(F)(F)F)cc1)c1cnn(-c2ccccc2)c1C(F)(F)F	10.7%	1.8%	5.1	-5.2%	-1.3%	-1.1%	-2.0	-14.4	1.9%	29.1
O=C(O)C1CCC(=O)N1C1CCCC1 (stereo not drawn)	4.7%	5.9%	0.2	-24.1%	4.3%	0.7%	-6.8	-0.2	0.6%	-1.3
Cc1cc(C[n+]2ncsc2N)c2ncccc2c1	0.9%	-4.5%	-3.5	6.0%	-1.9%	-2.8%	-7.7	0.2	-3.9%	-8.8
Cc1nn(C)c(C)c1/C=N/NC(=O)c1csc2ccccc12	-1.4%	-1.2%	3.3	2.9%	?	-1.8%	-1.4	2.4	7.8%	7.7
COc1cc(/C=C2\C=CC(=O)O2)cc(OC)c1	1.3%	?	1.7	-5.8%	0.0%	-3.8%	0.9	-3.7	?	5.9
CC(O)c1nc2ccccc2n1Cc1ccccc1 (stereo not drawn)	-3.9%	4.8%	7.2	.	1.5%	1.4%	-3.6	-1.3	10.5%	3.8
Nc1nc2ccccc2n1/N=C/c1ccc(Br)cc1	0.9%	3.2%	5.4	-2.2%	18.0%	-3.0%	-14.9	1.1	29.2%	45.6[activator]
O=C(O)c1ccccc1NCc1cccs1	1.0%	6.2%	1.2	.	-0.2%	0.0%	-10.2	3.6	-8.6%	7.8
c1ccc2cc(Sc3ncnc4c3oc3ccccc34)ccc2c1	-1.3%	-9.5%	0.0	-7.1%	0.9%	-0.7%	-2.5	-1.3	3.0%	-5.4
COc1cc(CC(=O)O)ccc1O	-1.1%	0.0%	0.9	-14.3%	-0.9%	2.7%	14.9&-0.6	1.7	-4.5%&2.1%	21.0
Cc1ccc(OCC(=O)NCCNC(=O)c2ccccn2)cc1	0.7%	3.2%	0.0	5.6%	7.3%	1.2%	10.8	4.3	4.0%	20.2
CC(=O)Nc1ccc(Oc2cnccn2)cc1	5.7%	-3.0%	1.1	-4.6%[46.1 µM]	9.9%	1.0%	15.8	0.1	?	-3.1
CC(C)C[C@H](NC(=O)c1nc[nH]c1C(=O)N[C@@H](CC(C)C)C(=O)OC(C)(C)C)C(=O)OCc1ccccc1	-2.5%	-2.1%	-14.2	0.1%	29.0%	.	2.2	-6.3	-10.5%	5.4
C/C(N)=C(/C#N)C(=O)COC(=O)c1ccc(C#N)cc1	-0.2%	2.3%	-0.1	-2.2%	-0.5%	16.4%	-1.2	3.2	0.5%	-11.1
O=c1nc(SCc2ccccc2Cl)nc(-c2ccc(Cl)cc2)[nH]1	1.6%	3.4%	8.1	0.4%	0.1%	-3.7%	-1.6	3.6	-5.0%	10.2
Cc1scc(C(=O)NCc2ccco2)c1-c1ccccc1	-27.3%	6.1%	-7.6	-2.5%	-12.0%	0.3%	5.3	8.5	3.0%	0.4
Cn1c(=O)n(C)c2cc(NC(=O)c3ccc(F)cc3)c(Br)cc21	0.0%	4.2%	1.4	-8.5%	5.4%	5.4%	4.4	-8.5	-9.3%	-4.6
CC(OC(=O)C1CCCCC1)C(=O)Nc1cccc([N+](=O)[O-])c1 (stereo not drawn)	12.9%	-3.1%	.	3.3%	0.7%	.	1.5	8.7	.	-2.3
O=c1c([N+](=O)[O-])cc(C(F)(F)F)cn1Cc1c(Cl)cccc1Cl	-2.3%	4.2%	4.9	-1.2%	-4.5%	-1.4%	10.7	-3.9	-11.6%	-90.8*
